Screening results as filed in PubChem.
Pf apPOL block: Pf-apPOL DNA polymerase inhibition. Recombinant Pf-apPOL, molecular beacon fluorescence, 1.5 h. inhibition, % at 10 µM. 0.25% of 210,000 active. AID 1794808
mHTT-CaM PPI inh: mHTT-calmodulin interaction abrogation. AID 1671202. AlphaScreen His-mHTT/GST-CaM binding, luminescence. inhibition, % at 15 µM. 3.6% of 190,000 active;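 note: 0% = both proteins with DMSO and 100% = one protein alone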
* hit, by the source's call; i = inactive; nt = no result given; & = joins results of further samples. Cut-off read from the data, not from the text of the source: active = inhibition above about 50%; inactive = the rest. Compounds were not picked by outcome (roughly 3.6% active in at least one column).

SMILES	Pf apPOL block	mHTT-CaM PPI inh
CCOC(=O)c1ccc(-c2c(-c3ccc4c(c3)OCO4)noc2-c2ccsc2)cc1F	-6	-10
CC1Cn2c(nc3sc4c(c3c2=O)CC(C)(C)OC4)N1CCO (centres undefined)	-1	1
CN(Cc1ccsc1)C(=O)c1ccccc1F	-1	-4
O=C(c1ccccc1)c1ccc(OCCN2CCOCC2)cc1	-3	-1
CC1CN(CN2C(=O)C(=Nc3ccc(Cl)c(Cl)c3)c3ccccc32)CC(C)O1 (centres undefined)	-4	44
Cc1cccc(OCC(=O)Nc2ccccc2[N+](=O)[O-])c1C	-13	0
Clc1cc(Cl)c(NN=Cc2cc(C#Cc3ccccc3)cs2)c(Cl)c1	1	nt
Cc1ccc(OCc2nc3c4c5c(sc4ncn3n2)CCCC5)cc1	-4&-6	-3&-4
COc1ccc(C=C2Oc3c(ccc(O)c3CN3CCCCC3C)C2=O)c(OC)c1OC (centres undefined)	-3	34
O=C(CN1C(=O)c2ccc([N+](=O)[O-])cc2C1=O)Nc1ccccc1C(=O)O	2	2
COc1ccc(C(=O)NCCc2cccs2)cc1	-5&-6	nt
COc1cc(CN2CCSCC2)cc(OC)c1OC	-1	-6
COC(=O)c1ccc(NC(=O)CNC(=O)C2CCCCC2)c(C)c1	-1	-10
O=C(c1cccnc1)N1CCN(Cc2cccc([N+](=O)[O-])c2)CC1	2	-6
CC[C@H]1C(c2cccc(Cl)c2)=NN(c2ccccc2)[C@@H]1CO	0	75*
CC12c3ccccc3C(c3ccccc31)C1C(=O)N(Cc3ccc(F)cc3)C(=O)C12 (centres undefined)	-13	4
COCCCn1cc(CN2CC(N3CCN(Cc4ccccc4F)CC3)CS2(=O)=O)nn1 (centres undefined)	-1	-4
Nc1ccccc1SC(CC(=O)c1ccccc1)c1ccc(Cl)cc1 (centres undefined)	-1	nt
Cc1nccn1Cc1nc(C2CCCCC2)no1	-2	-3
COc1ccc(C2C3=C(CC(C)(C)CC3=O)Nc3nc(SCc4ccccc4)nn32)cc1OC (centres undefined)	-4	-2
c1cc(N2CCCCC2)ncc1-c1noc(CN2CCSCC2)n1	-2	1
CCCCCCN1C[C@@H](O)[C@H](n2cc(C3CC3)nn2)C[C@@H]1c1ccccc1	-2	30
Nc1nc(COc2ccc(F)cc2Cl)nc(N2CCOCC2)n1	-2	8
Cc1ccc(C(=O)NC(C)(C)C)c(Cl)c1	0	-1
CCS(=O)(=O)c1ccc(-c2ccc(NC(=O)c3cc(Cl)ccc3Cl)cc2)nn1	-2	15
SMILES	Pf apPOL block	mHTT-CaM PPI inh
COc1cccc(/C=C2\N=C(c3ccc(F)cc3)OC2=O)c1	0	4
Cc1nc(-c2ccc(N3CCN(C(=O)c4cc(F)ccc4F)CC3)nc2)sc1C	-2	-7
O=C(Nc1ccc2c(c1)OCO2)C1CCN(c2cc(N3CCSCC3)ncn2)CC1	-6	48
COc1ccccc1/C=C/CN1CCSCC1	-2	9
CC(=O)c1ccc(N2CCN(C(=O)C3Oc4ccccc4NC3=O)CC2)cc1 (centres undefined)	-1	45
Cc1ccccc1CNC(=O)C1(C)CCCN(C(=O)Nc2cccc(Cl)c2C)C1 (centres undefined)	9	6
Cc1ccc(C)c(NC(=O)Cn2nnc(C(=O)NCc3cccs3)c2N)c1	-6	-5
Cc1ccc(C2CC(C(F)(F)F)n3ncc(C(=O)Nc4ccc(Cl)cc4)c3N2)cc1 (centres undefined)	2	10
Cc1ccc(NC(=O)N2CCCC(CCC(=O)NCc3ccc(Cl)cc3)C2)cc1 (centres undefined)	-5	11
COc1cccc(-c2noc(C3CCCN3C(=O)NC(C)C)n2)c1 (centres undefined)	2	-2
CCC1CN(C(=O)Nc2ccc(F)cc2F)c2ccccc2O1 (centres undefined)	4	-13
Cc1c(CN2CCOCC2)c(=O)n(-c2ccccc2)n1C	3	0
CNC(=O)c1cc(Nc2nnc(-c3ccc(C)c(S(N)(=O)=O)c3)c3ccccc23)ccc1OC	6	27
COc1ccc2cc(C3CC(c4ccc(Cl)cc4)=NN3C(=O)c3ccco3)c(Cl)nc2c1 (centres undefined)	0	-1
CC(C)=CCOc1ccc2c(=O)c(-c3ccccc3)coc2c1	-5	-5
c1csc(CN2CCN(Cc3cccs3)C2c2cccs2)c1	nt	1
Cc1cccc(OCC(=O)O/N=C(\N)c2ccc(Br)cc2)c1	-4	i
CC1CCN(Cc2csc(N3CCN(C(=O)c4ccc(F)cc4F)CC3)n2)CC1	-2	3
NC(=O)NN1C(=O)/C(=C/c2ccco2)SC1=S	nt	7
COc1cc(C(=O)N2CCN=C2SCc2ccccc2C)cc(OC)c1OC	-5	11
Cc1ccccc1C(O)c1ccccc1 (centres undefined)	-8	-12
CSc1ncc(Cl)c(C(=O)Nc2cccc3cccnc23)n1	-8	-11
COc1ccccc1N=C(NC#N)SC	-20	nt
Cc1c(C(=O)O)nnn1-c1ccc2c(c1)CCC2	4	-3
Cc1cc(C)cc(NC(=O)CSc2nc3c(cc2C#N)C(=O)CCC3)c1	-4	16
SMILES	Pf apPOL block	mHTT-CaM PPI inh
NC1=NC(=O)C(CC(=O)Nc2ccc3c(c2)OCO3)S1 (centres undefined)	-9	-1
CC1=C(C(=O)Nc2ccc(C)cc2C)C(c2ccc(N(C)C)cc2)n2ncnc2N1 (centres undefined)	8	3
CC1(C)CC(N2CCCCC2)=CC(=S)S1	-2	nt
Cc1cc(C)cc(C(c2ccccc2)C2([N+](=O)[O-])C(=O)c3ccccc3C2=O)c1 (centres undefined)	-2	-40
CCOc1ccc(NC(=O)CSc2ncnc3c2sc2ccccc23)cc1	-9	6
O=C(Nc1ccc(Cl)cc1)C1CCCN(c2nc3nc[nH]c(=O)c3s2)C1 (centres undefined)	-5	-8
O=C(Nc1ccc(O)c(-c2nc3ccccc3s2)c1)c1ccc([N+](=O)[O-])s1	3	-16
CCN(CC)Cc1ccc(C(=O)N(CCc2ccccc2OC)C2CCNC2)cc1 (centres undefined)	-15	nt
COc1ccc(/C(N)=N/OC(=O)COc2ccc(C)cc2Br)cc1OC	0	i
COc1ccc(N/C(=C(/C(Cl)=C(Cl)Cl)[N+](=O)[O-])n2cncn2)cc1	20	-1
CS(=O)(=O)N(Cc1ccccc1)c1ccc(C(=O)N2CCN(c3ccc(F)cc3)CC2)cc1	-2	45
COc1ccc(C2C3=C(Nc4ncnn42)c2ccccc2OC3c2ccc(Cl)cc2)cc1 (centres undefined)	-9	17
Cc1ccc(N(C)NC(=O)Nc2ccc(Cl)cc2)nn1	-6	nt
O=C(O)C1C2C=CC(O2)C1C(=O)N1CCN(c2ccccc2)CC1 (centres undefined)	0	-4
COc1ccc(-c2c(C)oc3cc(OC(=O)c4ccco4)ccc3c2=O)cc1OC	-5	2
CCCCNC(=O)CSc1nc2n[nH]c(C)c2c(=N)n1-c1ccc(Cl)c(C)c1	-2	50
COC(=O)c1ccc(CN2CCN(c3ccc(Cl)cc3C)C(=O)C2C)cc1 (centres undefined)	-2	22
Cn1c(=O)c2c(nc(SCC(=O)NC3CCCCC3)n2C)n(C)c1=O	-16	1
Cc1c(Cl)cccc1-c1ccc(C(=O)Nc2cccnc2)o1	-7	36
COc1ccc(OCC(=O)N2CCC(n3nc(-c4ccsc4)ccc3=O)CC2)cc1	-2	88*
CC(=O)c1cccc(NC(=O)c2ccc(NS(=O)(=O)c3ccccc3)cc2)c1	-2	4
O=c1c(Oc2ccccc2Br)coc2cc(O)ccc12	-4&0	0&19
CCOc1ccccc1NC(=O)C1CCN(C(=O)c2ccc(OC)cc2)CC1	-10	1
CCC(=O)NC(C)c1nc2ccccc2n1Cc1ccccc1F (centres undefined)	-2	-2
CCCN(CCC)S(=O)(=O)c1ccc(C(=O)Nc2nnc(COC)o2)cc1	-35	14

A draw from above in order of SMILES length, largest number first:
SMILES	Pf apPOL block	mHTT-CaM PPI inh
COc1ccc(C2C3=C(Nc4ncnn42)c2ccccc2OC3c2ccc(Cl)cc2)cc1 (centres undefined)	-9	17
CCCCNC(=O)CSc1nc2n[nH]c(C)c2c(=N)n1-c1ccc(Cl)c(C)c1	-2	50
COc1ccccc1N=C(NC#N)SC	-20	nt

(cont.)
SMILES	Pf apPOL block	mHTT-CaM PPI inh
O=C(CSc1nnc2sc3ccccc3n12)Nc1c(Cl)cccc1Cl	-2	6
CCCCNC(=O)CN1N=C(c2ccc(Cl)cc2)CCC1=O	-18	19
O=C1CCCN1c1ccc(Cn2nc3ccc(-c4ccc(Cl)cc4)nn3c2=O)cc1	0	-12
Cc1cc(C)cc(NC(=O)c2ccc3c(c2)N(S(C)(=O)=O)CC3)c1	-1	-2
Fc1ccccc1OCc1noc(-c2ccccc2Cl)n1	-3	-56
COCCNC(=O)C1CCN(c2ccc(C)c(Cl)c2)C1=O (centres undefined)	-8	-5
COc1ccc(C2=NC3(CCN(CC(=O)NCc4ccccc4)CC3)NC2=O)cc1	-20	3
COc1cccc(OCCCSC(C)C)c1	1	-28
O=C(NC1CCCC1)C1CCN(c2nc3ccc(Cl)cc3s2)CC1	-15	-8
COc1ccc(Br)cc1/C=C(\C#N)c1nn(CCO)c(N)c1C#N	-1	47
C=CCn1c2ccccc2c2cc([N+](=O)[O-])ccc21	1	3
O=C1c2ccccc2C(=Cc2ccc(C(F)(F)F)cc2)c2ccccc21	-18&-4	nt
COc1ccc(NC(=O)CCC(=O)O)cc1	-6	-7
COc1cccc(OC)c1CN(C)C(=O)c1cnc(Oc2ccccc2)cc1C(F)(F)F	0	nt
CCc1oc2cc(O)ccc2c(=O)c1-c1ccccc1OC	-6	-4
Cc1cccc(-c2noc(C3CCN(CC(=O)Nc4ccccc4F)CC3)n2)c1	-2	-7
Cc1ccc(C(NC(=O)CC(C)C)c2ccc3cccnc3c2O)cc1 (centres undefined)	-2	34
O=C(Cc1ccc(NC(=O)Nc2ccc3c(c2)OCO3)cc1)NCC(F)(F)F	1	-6
Cc1ccc(NC(=O)c2ccccc2C)cc1Cl	-2	-25
O=C(c1ccccc1Br)N1CCN(c2ccccc2)CC1	-8	2
CC1=C(C(=O)Nc2cccnc2)C(c2cccc(OCc3ccccc3)c2)n2nnnc2N1 (centres undefined)	5	11
COc1ccc(NC(=O)c2cc3c(s2)CN(C2CCCC2)C3)c(C)c1	5	16
Cc1cccc(OCCCCN2CCOCC2)c1	0	-10
O=C(O)C1CC(=O)N(Cc2ccc(Cl)cc2)C(=Nc2ccccc2)S1 (centres undefined)	-3	9
O=[N+]([O-])c1cc([N+](=O)[O-])c2cccnc2c1Nc1ccc(O)cc1	0	75*
COc1cccc(-c2nc(C=Nc3ccc(C(=O)N(C)c4ccccc4)cc3)c(O)o2)c1	-1	27

Copied from the results shown (30 entries):
SMILES	Pf apPOL block	mHTT-CaM PPI inh
Cc1c(Cl)cccc1-c1ccc(C(=O)Nc2cccnc2)o1	-7	36
COc1ccc(OCC(=O)N2CCC(n3nc(-c4ccsc4)ccc3=O)CC2)cc1	-2	88*
CC(=O)c1cccc(NC(=O)c2ccc(NS(=O)(=O)c3ccccc3)cc2)c1	-2	4
O=c1c(Oc2ccccc2Br)coc2cc(O)ccc12	-4&0	0&19
CCOc1ccccc1NC(=O)C1CCN(C(=O)c2ccc(OC)cc2)CC1	-10	1
CCC(=O)NC(C)c1nc2ccccc2n1Cc1ccccc1F (centres undefined)	-2	-2
CCCN(CCC)S(=O)(=O)c1ccc(C(=O)Nc2nnc(COC)o2)cc1	-35	14
O=C(CSc1nnc2sc3ccccc3n12)Nc1c(Cl)cccc1Cl	-2	6
CCCCNC(=O)CN1N=C(c2ccc(Cl)cc2)CCC1=O	-18	19
O=C1CCCN1c1ccc(Cn2nc3ccc(-c4ccc(Cl)cc4)nn3c2=O)cc1	0	-12
Cc1cc(C)cc(NC(=O)c2ccc3c(c2)N(S(C)(=O)=O)CC3)c1	-1	-2
Fc1ccccc1OCc1noc(-c2ccccc2Cl)n1	-3	-56
COCCNC(=O)C1CCN(c2ccc(C)c(Cl)c2)C1=O (centres undefined)	-8	-5
COc1ccc(C2=NC3(CCN(CC(=O)NCc4ccccc4)CC3)NC2=O)cc1	-20	3
COc1cccc(OCCCSC(C)C)c1	1	-28
O=C(NC1CCCC1)C1CCN(c2nc3ccc(Cl)cc3s2)CC1	-15	-8
COc1ccc(Br)cc1/C=C(\C#N)c1nn(CCO)c(N)c1C#N	-1	47
C=CCn1c2ccccc2c2cc([N+](=O)[O-])ccc21	1	3
O=C1c2ccccc2C(=Cc2ccc(C(F)(F)F)cc2)c2ccccc21	-18&-4	nt
COc1ccc(NC(=O)CCC(=O)O)cc1	-6	-7
COc1cccc(OC)c1CN(C)C(=O)c1cnc(Oc2ccccc2)cc1C(F)(F)F	0	nt
CCc1oc2cc(O)ccc2c(=O)c1-c1ccccc1OC	-6	-4
Cc1cccc(-c2noc(C3CCN(CC(=O)Nc4ccccc4F)CC3)n2)c1	-2	-7
Cc1ccc(C(NC(=O)CC(C)C)c2ccc3cccnc3c2O)cc1 (centres undefined)	-2	34
O=C(Cc1ccc(NC(=O)Nc2ccc3c(c2)OCO3)cc1)NCC(F)(F)F	1	-6
Cc1ccc(NC(=O)c2ccccc2C)cc1Cl	-2	-25
O=C(c1ccccc1Br)N1CCN(c2ccccc2)CC1	-8	2
CC1=C(C(=O)Nc2cccnc2)C(c2cccc(OCc3ccccc3)c2)n2nnnc2N1 (centres undefined)	5	11
COc1ccc(NC(=O)c2cc3c(s2)CN(C2CCCC2)C3)c(C)c1	5	16
Cc1cccc(OCCCCN2CCOCC2)c1	0	-10
